From PubChem BioAssay
NR2E3 ag-1: activates human photoreceptor nuclear receptor NR2E3; Q9Y5X4; GST-NR2E3/biotin-RetCOR TR-FRET, 1536-well; inhibition of corepressor binding, % at 4.78 µM; 320,000 compounds, 0.12% hits; AID 2300;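 active means percent inhibition above the cutoff of mean plus 3 SD of all tested compounds, set per screening campaign, cut at about 20% in these data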;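 further: 0% = DMSO wells and 100% = biotin wells as full block of FRET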
Target sequence (Q9Y5X4 whole entry, looked up): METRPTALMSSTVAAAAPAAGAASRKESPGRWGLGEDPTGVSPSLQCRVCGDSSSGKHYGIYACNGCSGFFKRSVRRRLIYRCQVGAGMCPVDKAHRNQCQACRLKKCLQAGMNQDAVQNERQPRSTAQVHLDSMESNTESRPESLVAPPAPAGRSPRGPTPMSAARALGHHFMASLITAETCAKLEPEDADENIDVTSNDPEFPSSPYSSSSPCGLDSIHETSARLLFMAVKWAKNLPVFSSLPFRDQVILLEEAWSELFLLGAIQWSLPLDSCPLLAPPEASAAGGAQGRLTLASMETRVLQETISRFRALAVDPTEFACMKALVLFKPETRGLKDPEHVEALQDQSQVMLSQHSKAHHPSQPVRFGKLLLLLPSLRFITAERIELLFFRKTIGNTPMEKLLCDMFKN
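Material: NR2E3–RetCOR corepressor complex / Incubation: Compound–protein incubation for 5 h at 4 °C / Dosing: compound at 4.8 µM, single dose / Detection: time-resolved FRET / Benchmarks: high control biotin, low control 0.6% DMSO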
Peg3 prom inh: inhibitors of Peg3 promoter | 360,000 compounds, 1.7% hits | inhibition, % at 20 µM | HeLa PEG-Prom luciferase reporter, luminescence, overnight | AID 588405;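 active means inhibition of at least 50% at 20 µM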
CaV13 FRET inh: Disruptors of the CACNA1D IQ motif to Ca2+-dependent inactivation inhibitor domain association, primary screening, Förster resonance energy transfer in intact living … | HEK cells, CFP/YFP FRET ICDI-IQ, plate reader, 10 min; percent FRET-ratio fall versus neutral wells | inhibition, % at 12.3 µM | 340,000 compounds, 0.098% hits | AID 743397;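 active means mean replicate inhibition of at least 30% and at least 1% of replicates passing that level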;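 further: 0% = median of the neutral control wells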
MITF TRPM1 inh: MITF TRPM1 promoter inhibition in SK-MEL-5 cells; SK-MEL-5 TRPM1 promoter luciferase, 24 h; inhibition, % at 12.5 µM; 330,000 compounds, 0.83% hits;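 active means mean inhibition across replicates of 60% or more, whatever share of single replicates reaches that level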; further: values of inactives mirror those of a sister screen read the other way
NR2E3 ag-2: human photoreceptor-specific nuclear receptor agonism; Q9Y5X4; CHO-S Gal4-NCOR/VP16-NR2E3 two-hybrid, luciferase; inhibition of corepressor binding, % at 3.98 µM; 360,000 compounds, 0.35% hits; AID 602229;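 active means inhibition above the mean of all tested compounds plus 3 SD, cut at about 70% in these data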;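 further: 0% = DMSO with NR2E3 transfected cells and 100% = cells lacking NR2E3 construct; higher means lower luciferase signal from less NR2E3 corepressor binding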
HIF-2a block: inhibitors of HIF-2a; 360,000 compounds, 0.72% hits; AID 624352; 786-0 RCC cells HIF-2a reporter, luciferase luminescence, overnight; inhibition, % at 18.8 µM;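 active means inhibition of the luminescence signal of 40% or more relative to plate controls, in a single-dose primary screen at 18.75 µM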
m5-HT2A agonist: mouse HTR2A agonism via beta-arrestin recruitment; AID 624169; P35363; CHO-K1 mHTR2A beta-arrestin complementation, luminescence; percent of 30 µM serotonin response; 360,000 compounds, 0.66% hits; activation, % at 7.6 µM;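 active means activation above a run cutoff, the mean activation of all tested compounds plus 3 SD, cut at about 14% in these data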;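 further: 0% = plate median of compound wells and 100% = 30 µM serotonin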
Target sequence (P35363 whole entry, looked up): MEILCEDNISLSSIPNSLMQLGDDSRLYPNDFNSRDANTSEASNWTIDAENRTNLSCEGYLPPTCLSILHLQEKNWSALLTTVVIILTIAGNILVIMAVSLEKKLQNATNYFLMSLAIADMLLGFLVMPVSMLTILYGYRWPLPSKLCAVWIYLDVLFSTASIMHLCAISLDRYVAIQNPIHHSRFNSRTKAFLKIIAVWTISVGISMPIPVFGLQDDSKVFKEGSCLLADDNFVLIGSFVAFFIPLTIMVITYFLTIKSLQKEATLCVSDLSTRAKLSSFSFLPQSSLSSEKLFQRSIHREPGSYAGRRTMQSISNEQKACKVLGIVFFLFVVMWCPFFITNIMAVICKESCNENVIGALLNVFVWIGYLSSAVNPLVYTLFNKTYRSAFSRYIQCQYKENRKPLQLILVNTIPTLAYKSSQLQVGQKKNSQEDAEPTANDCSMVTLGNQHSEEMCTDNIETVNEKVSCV
PDI turbidity: inhibitors of human protein disulfide isomerase. P07237. PDI insulin aggregation turbidity, A650, 90 min. inhibition, % at 10 µM. 350,000 compounds, 0.052% hits. AID 588391;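 active means mean inhibition across replicates of 30% or more, whatever share of single replicates reach that level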;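 further: absorbance from insulin aggregation driven by PDI reduction with DTT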
Cardio protect: modulators protecting cardiomyocytes from myocardial damage; protection from H2O2 cell death, % at 20 µM; H9c2 cardiomyocytes, H2O2 injury protection, ATPLite, 2 h; 360,000 compounds, 0.63% hits; AID 588492;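 active means compounds giving at least 50% protection of heart cells from peroxide-induced death in the single-dose screen, raw or plate-pattern-corrected value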;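 further: 0% = DMSO wells with peroxide and 100% = DMSO wells without peroxide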
Shn3 inh set2: inhibitors of Schnurri-3 3'UTR reporter in osteoblasts | 360,000 compounds, 0.52% hits | Clone20 osteoblast Shn3 3'UTR firefly luciferase, 24 h | inhibition, % at 12.5 µM | AID 588674;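 active means mean inhibition of at least 75% with every replicate also reaching 75%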;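 further: 0% = median of neutral control wells and 100% = pilot-screen positive control compound; some compounds past the cut are filed as inactive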
iPSC survival up: increases survival of single human iPS cells. survival enhancement, % at 20 µM. hiPSC single-cell survival, ATPlite luminescence; 100% = ROCK inhibitor wells, 0% = DMSO. 360,000 compounds, 0.044% hits; in the data active means survival enhancement above about 18%;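 further: cells exposed to compounds for 16 hours before the ATP read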
* marks the source's active call; other numbers are inactive results; . = not tested or not shown.

entry	molecule	HIF-2a block	Cardio protect	Shn3 inh set2	MITF TRPM1 inh	NR2E3 ag-1	Peg3 prom inh	CaV13 FRET inh	PDI turbidity	iPSC survival up	m5-HT2A agonist	NR2E3 ag-2
1	O=C1CC(c2cccc([N+](=O)[O-])c2)c2cc3c(cc2N1)CCC3 (configuration not stated)	29	-12	55	30	0	37	-5	-11	0.4	1	-20
2	O=C(CN1CCCCC1)NCC1(c2ccccc2)CCCC1	14	7	1	9	3	5	-4	12	1.7	5	-12
3	CC1(C)CC(=O)c2cc(C(=O)NNc3ccccc3)c(=O)n(-c3ccccc3)c2C1	18	-2	-18	-2	-8	-1	-3	1	-0.5	1	-5
4	Cc1ccc(Oc2cc(N3CCOCC3)nc(-c3ccccc3)n2)cc1	31	1	-3	-5	-3	-3	.	0	-2.7	1	-4
5	Cc1nnc(SCC(=O)Nc2ccc(N3CCOCC3)cc2)o1	13	2	-34	0	-4	-3	-4	6	2.6	5	-17
6	COC(=O)c1ccc(COc2ccccc2/C=N/NC(N)=O)o1	22	6	-26	.	2	9	-21	-5	0.1	3	7
7	COc1cccc(NC(=O)Cc2ccc3ccccc3c2)c1	-44	-1	-5	-4	0	-32	-5	0	-0.4	-2	13
8	CCOc1ccc(Cl)cc1S(=O)(=O)n1nnc2ccccc21	9	-9	-2	15	4	16	-5	5	-1.3	3	9
9	O=C(COc1ccc(Br)cc1)NNC(=O)Cc1ccc(S(=O)(=O)N2CCOCC2)s1	10	-8	-8	-1	.	-6	-6	8	-0.4	7	-2
10	O=C(Nc1ccc(CN2CCOCC2)cc1)c1cc2ccccn2n1	20	-21	44	.	-5	20	-5	.	-4.6	2	-108
11	C/C(=N\NC(=O)c1ccc(-n2cnnn2)cc1)c1ccc(C)cc1	-6	5	-5	-3	-1	1	-2	-2	0.0	-21	9
12	NC(=O)CC(NC(=O)Cc1ccc(Br)cc1)c1ccc(NCCOc2ccccc2)c([N+](=O)[O-])c1 (configuration not stated)	2	-4	3	.	1	-10	-11	-9	-1.3	-4	-21
13	Cc1cc(SCCC(=O)O)nc2ccccc12	23	9	-5	10	3	11	.	5	0.6	2	5
14	COc1ccc(CNC(=O)c2cccnc2Sc2ccc(Cl)cc2)cc1	15	2	9	-1	0	0	-8	-7	-2.8	5	-22
15	O=C(C[n+]1cccc(Br)c1)c1ccccc1	0	-2	-10	10	1	-5	-17	6	-0.5	-7	-12
16	COCC(=O)N/N=C\c1cccc(OC)c1OC/C=C/c1ccccc1	-26	5	18	9	.	17	.	-1	0.1	-7	-7
17	CCCN1Cc2cc(OC)ccc2-c2ccccc2S1(=O)=O	-2	-14	9	-3	.	8	-4	2	-0.6	7	16
18	COc1cc(/C=C(\C#N)C(=O)Nc2ccccc2F)ccc1OCCN1CCOCC1	-38	67*	-43	-16	0	-17	-3	0	-0.3	3	-30
19	COC(=O)CNC(=O)CN1c2cccc3cccc(c23)S1(=O)=O	8	1	8	0	4	8	-2	-7	0.3	-3	-4
20	O=C(NC(=S)Nc1cccc(O)c1)C1CCCCC1	-146	-1	-49	-49	.	-143	-11	-5	0.3	3	-13
21	Cc1cccc(OCC(=O)NCC(C)(C)N2CCOCC2)c1	3	-2	-2	11	1	-15	-3	-7	2.1	1	-21
22	CC(C)(C)NC(=O)C(c1ccsc1)N(CCc1ccccc1)C(=O)Cn1nnc2ccccc21 (configuration not stated)	9	-1	18	4	0	10	.	-1	-0.3	2	-6
23	Cc1ccc(C2=NOC(C)(c3nnc(-c4ccncc4)o3)C2)cc1 (configuration not stated)	4	-3	9	-2	-1	-7	-5	-2	-2.5	-3	23
24	c1ccc(-c2cn3nc(-c4ccccc4)cnc3n2)cc1	-208	-3	-33	-54	1	-246	-6	-5	-1.2	2	-96
25	COCCn1c(=S)[nH]c2cc(C(=O)NC3CCCCC3C)ccc2c1=O (configuration not stated)	0	2	2	.	.	16	-10	-17	-1.4	0	-1
26	O=C(COC(=O)c1cccs1)Nc1cccc(S(=O)(=O)N2CCCCC2)c1	9	-12	11	1	.	-5	-7	2	-0.4	-3	-21
27	Cc1cccc(C(=O)N2CCCC(N3CCN(c4ccc(F)cc4)CC3)C2)n1 (configuration not stated)	-4	-2	-2	4	-2	-3	-5	0	-0.2	2	-6
28	COc1ccc(CN(C(=O)/C=C/c2ccco2)C2CCS(=O)(=O)C2)cc1OC (configuration not stated)	5	2	8	-4	2	0	-6	-4	1.1	4	2
29	CCn1cc([N+](=O)[O-])c(C(=O)NCc2ccc3c(c2)OCO3)n1	-5	-8	-14	-5	5	5	-3	-1	0.1	1	-17
30	COCCCNC(=O)c1ccc(-n2nc(C(F)(F)F)cc2-c2cccs2)cc1	49*	24	19	19	1	40	-5	-9	-0.2	-4	35
31	Cc1ccc(C(=O)COC(=O)CCS(=O)(=O)c2ccccc2)cc1[N+](=O)[O-]	-13	-4	-3	2	-1	12	-3	0	0.0	2	2
32	O=C(NS(=O)(=O)c1ccc2ccc(S(=O)(=O)NCCSc3ccccc3)cc2c1)c1cccc2ccccc12	1	.	.	.	.	.	-7	.	1.1	3	4
33	Cc1ccccc1C1C(C#N)=C(N)N(N(C)C)C2=C1C(=O)CC(C)(C)C2 (configuration not stated)	10	2	16	-1	-1	-3	-18	-4	-0.5	2	-9
34	COc1ccc(C(=O)NC(CC(C)C)C(=O)O)cc1OC (configuration not stated)	12	7	-13	16	-2	6	-4	2	-0.4	2	-13
35	COC(=O)CSc1nnc(-c2sc3ccccc3c2Cl)o1	90*	-12	.	-3	-2	8	-1	-1	-2.1	7	-6
36	O=C(Nc1ccccc1C(=O)NCCN1CCOCC1)c1ccc(Cl)cc1Cl	8	-3	1	6	2	-5	-3	5	-1.9	1	-16
37	CNc1nc(Oc2ccccc2C(=O)OC)nc(SC)n1	24	-3	-15	3	0	23	-4	-1	-1.8	-3	2
38	CC(C)c1ccc(/C=C2\SC(=O)N(CC(=O)NC3C=CS(=O)(=O)C3)C2=O)cc1 (configuration not stated)	-67	-18	34	-8	-2	-18	-7	6	-0.3	7	-33
39	Clc1ccc(C=NN2CCCCCC2)c(Cl)c1	-166	-1	-20	-21	.	-152	-2	1	-2.4	0	-7
40	C=CCn1c(N)c(C(=O)NCc2cccnc2)sc1=S	12	-3	7	0	-2	5	-7	7	-1.0	-1	-13

Another view of 2 compounds above.
36	O=C(Nc1ccccc1C(=O)NCCN1CCOCC1)c1ccc(Cl)cc1Cl
6	COC(=O)c1ccc(COc2ccccc2/C=N/NC(N)=O)o1

screen / no. | 36 | 6
HIF-2a block | 8 | 22
Cardio protect | -3 | 6
Shn3 inh set2 | 1 | -26
MITF TRPM1 inh | 6 | .
NR2E3 ag-1 | 2 | 2
Peg3 prom inh | -5 | 9
CaV13 FRET inh | -3 | -21
PDI turbidity | 5 | -5
iPSC survival up | -1.9 | 0.1
m5-HT2A agonist | 1 | 3
NR2E3 ag-2 | -16 | 7

More entries follow:
entry	molecule	HIF-2a block	Cardio protect	Shn3 inh set2	MITF TRPM1 inh	NR2E3 ag-1	Peg3 prom inh	CaV13 FRET inh	PDI turbidity	iPSC survival up	m5-HT2A agonist	NR2E3 ag-2
41	CC1CC(C)CN(C(=O)CN2C(=O)NC(c3ccccc3)(c3ccccc3)C2=O)C1 (configuration not stated)	7	0	-1	9	3	11	-2	-9	-0.2	0	-2
42	CC1=C(C(=O)N(C(C)C)C(C)C)CC(CC(=O)NCc2cccc3ccccc23)C(=O)N1CCCN1CCCC1=O (configuration not stated)	-4	7	-10	.	.	-6	-4	.	3.4	7	16
43	Cc1cc(=O)c2c([nH]1)c(C)cc1[nH]c(C)c(C)c12	-8	11	-5	1	0	8	-7	4	-0.4	-1	-15
44	Cn1c(=N)n(CC(O)c2ccccc2)c2ccccc21 (configuration not stated)	-98	7	-69	-2	2	-39	-5	5	0.7	-4	-40
45	COc1cccc(CN(C)C(=O)c2cc(S(=O)(=O)NC3CCCCC3)ccc2C)c1	15	-4	14	-4	.	16	-16	4	-0.4	2	-25
46	COc1cc(O)c(C(CC(=O)N2CCCC2)c2cc(OC)c(OC)c(OC)c2)c(OC)c1 (configuration not stated)	6	7	9	5	4	-17	-6	-1	4.6	-2	13
47	O=S(=O)(CCOc1ccccc1)c1nc2ccccc2[nH]1	1	-3	-10	0	-3	42	-3	1	0.4	-2	-4
48	CC1CCN(C(=O)c2[nH]cnc2C(=O)N[C@@H](Cc2ccccc2)C(=O)OC(C)(C)C)CC1	6	13	6	3	-4	10	-14	-9	1.2	5	-6
49	COc1cccc(CN2CCC(C)(Oc3cccc(Cl)c3)C2)c1OC (configuration not stated)	-1	-5	25	.	.	-11	-7	2	-3.6	-3	-48
50	COc1cccc(NC(=O)CSc2nc3ccccc3c(=O)n2C)c1	1	-14	81	-20	1	0	-20	6	0.3	4	6
51	O=C(COC(=O)c1ccc2ccccc2n1)Nc1ncc(C(F)(F)F)cc1Cl	-23	2	12	9	-3	9	-5	7	-1.0	6	16
52	COc1ccc(NC(C)=O)cc1NC(C)C(=O)Nc1ccc(S(=O)(=O)N2CCCCC2)cc1 (configuration not stated)	11	6	-3	6	1	7	-5	7	-0.1	4	-13
53	CSc1ccc(/C=N/n2c(Cc3ccc(Br)cc3)n[nH]c2=S)cc1	-14	-9	-12	-1	3	-17	-3	-6	3.2	3	2
54	CCNC(=O)CN1C(=O)NC(CCc2ccccc2)C1=O (configuration not stated)	5	21	-5	-6	0	10	-5	-7	-3.7	3	-25
55	COc1ccc(CCNC(=S)NC(=O)c2c(-c3ccccc3Cl)noc2C)cc1OC	18	2	4	11	-1	2	-20	-3	-0.3	-2	-5
56	COc1ccc(-n2nc([N+](=O)[O-])c(=NCCC3=CCCCC3)n2O)cc1	-165	-12	-24	-27	-1	-114	5	6	-0.2	1	-69
57	CCOc1ccc(/C=C\c2nc(O)c([N+](=O)[O-])c(=O)[nH]2)cc1OCC	15	7	-6	9	-1	5	-2	0	-0.2	15*	-2
58	O=C(CSCc1c(F)cccc1Cl)NCc1ccco1	-15	7	-20	-20	2	-85	-5	-1	5.0	-3	-1
59	Cn1c(SCC(=O)NC2CC2)nnc1-c1cccc(NC(=O)c2ccccc2F)c1	18	7	-31	5	0	10	-5	8	1.6	1	-12
60	CCc1ccccc1NC(=O)CSC1=C(C#N)C(c2ccc3c(c2)OCO3)C2=C(CCCC2=O)N1 (configuration not stated)	7	-6	-56	-1	-1	7	-5	-9	-0.7	-3	-9
61	Cc1cc(C)c2cc(C#N)c(N3CCCC3)nc2c1	15	-3	-11	4	-1	-1	-4	-4	-0.2	3	-13
62	CCOC(=O)C1=C(C)N(C)C(=O)NC1c1c(C)nn(-c2ccc(C)cc2)c1Cl (configuration not stated)	19	-9	20	-2	1	14	.	-14	-0.5	2	-9
63	O=C(O)C(Cc1ccc(O)c([N+](=O)[O-])c1)N1C(=O)c2ccccc2C1=O (configuration not stated)	4	4	-8	2	.	-8	-10	-1	2.0	-6	3
64	O=C(CCC(=O)N1CCOc2ccccc21)NCCCc1ccccc1	-9	18	-16	1	2	5	-5	.	1.3	-4	-12
